# TNAP inh noacc – TNAP (human) inhibition, acceptor-free conditions. purified TNAP, CDP-star luminescence, 30 min. inhibition, % at 20 µM. P05186. 200,000 tested, 0.26% active;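 active = tissue-nonspecific alkaline phosphatase inhibition above about 50% at 20 µM in the single-dose screen, limit read from the data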;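 note: 0% = DMSO negative control and 100% = EDTA positive control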
# Target sequence (P05186 whole entry, looked up): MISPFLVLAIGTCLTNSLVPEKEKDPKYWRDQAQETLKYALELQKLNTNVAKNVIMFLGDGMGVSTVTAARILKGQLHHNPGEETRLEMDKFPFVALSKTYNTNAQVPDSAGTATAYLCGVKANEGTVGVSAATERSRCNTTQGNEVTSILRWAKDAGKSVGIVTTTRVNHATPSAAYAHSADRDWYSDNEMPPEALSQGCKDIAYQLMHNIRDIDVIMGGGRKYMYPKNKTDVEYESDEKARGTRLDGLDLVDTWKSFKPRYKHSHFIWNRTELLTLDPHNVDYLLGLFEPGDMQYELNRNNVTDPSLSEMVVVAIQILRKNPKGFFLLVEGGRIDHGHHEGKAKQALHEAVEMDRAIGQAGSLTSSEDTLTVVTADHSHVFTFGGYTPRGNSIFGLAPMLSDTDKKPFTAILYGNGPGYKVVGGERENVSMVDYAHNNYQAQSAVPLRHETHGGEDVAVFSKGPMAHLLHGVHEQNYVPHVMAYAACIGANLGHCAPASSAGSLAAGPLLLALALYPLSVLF
# FLuc stim CS – firefly luciferase counter-screen for stimulation assays; ATPlite luciferase biochemical, luminescence, 10 min; 0 = ATP-free wells, 1 = DMSO control; 200,000 tested, under 10 active; activation factor at 10 µM; P08659; AID 1027;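 active = luciferase activation factor, scaled between plate controls, of at least 2 with compound at 10 µM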
# Target sequence (P08659 whole entry, looked up): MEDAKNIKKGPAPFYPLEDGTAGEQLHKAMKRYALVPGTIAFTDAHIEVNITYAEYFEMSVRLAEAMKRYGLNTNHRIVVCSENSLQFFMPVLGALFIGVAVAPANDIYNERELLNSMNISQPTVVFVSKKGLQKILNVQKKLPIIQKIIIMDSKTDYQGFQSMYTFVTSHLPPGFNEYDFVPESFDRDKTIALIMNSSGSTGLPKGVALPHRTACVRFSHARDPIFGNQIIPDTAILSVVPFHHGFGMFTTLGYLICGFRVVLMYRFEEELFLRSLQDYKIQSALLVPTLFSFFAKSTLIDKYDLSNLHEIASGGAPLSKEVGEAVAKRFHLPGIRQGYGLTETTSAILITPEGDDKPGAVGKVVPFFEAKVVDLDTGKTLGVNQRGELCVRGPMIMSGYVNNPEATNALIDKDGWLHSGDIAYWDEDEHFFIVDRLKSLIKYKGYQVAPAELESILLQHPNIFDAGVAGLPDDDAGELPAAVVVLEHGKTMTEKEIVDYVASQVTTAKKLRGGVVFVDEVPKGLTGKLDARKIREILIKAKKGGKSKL
#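 System: Luciferase/luciferin detection reagent, cell-free biochemical luciferase assay | Medium: PBS buffer for ATP | Dosing: Test compounds dosed from 2 mM stocks in 100% DMSO | Timing: 10 min at ambient temperature | Signal: Luminescence measurement of luciferase light output | Evaluation: Luciferase activation, seen as luminescence increase over controls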
# APP 5UTR inh – APP translation inhibition; SH-SY5Y APP 5'UTR-luciferase reporter, luminescence; inhibition, % at 2 µM; 190,000 tested, 0.82% active;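 active = inhibition above a set limit, derived from the sample mean plus 3 SD, cut at about 45% in these data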; note: values of inactives mirror those of a sister screen read the other way
# TNAP act hi DEA – activators of human TNAP at high phosphate acceptor concentration; activation factor at 20 µM; 200,000 tested, under 10 active; AID 1136; purified TNAP, CDP-star luminescence, 1 M DEA, 30 min; active compounds read high; 0 = EDTA background, 1 = DMSO-only activity; P05186;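 active = activation factor at least 2 at 20 µM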
#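 Test system – human TNAP · Doses – 20 µM single point · Incubation – 30 min, room temperature · Signal – luminescent substrate turnover signal · Read-out basis – activation factor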
# FLuc inhib CS – Photinus pyralis luciferase inhibition counter-screen. P08659. ATPLite firefly luciferase biochemical luminescence, 10 min. inhibition, % at 10 µM. 200,000 tested, 1.5% active. AID 1006;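 active = inhibition above about 50% when tested at 10 µM, limit read from the data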
# bIAP inh – blocks bovine intestinal alkaline phosphatase activity. purified bovine IAP, CDP-star luminescence, 30 min. inhibition, % at 20 µM. 190,000 tested, under 10 active;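 active = over 50% inhibition of intestinal alkaline phosphatase at 20 µM in the single-dose screen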
#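 Assay system: bovine IAP enzyme; medium: DEA buffer 100 mM, pH 9.8, with MgCl2 1.0 mM, ZnCl2 0.02 mM; doses: 20 µM single dose; incubation: enzyme reaction for 30 min at room temperature; detection: CDP-star luminescence signal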
# Lmaj promast – Leishmania major promastigote growth inhibition. Leishmania major promastigotes, resazurin fluorescence viability. inhibition, % at 10 µM. 200,000 tested, 9% active. AID 1063; in the data active = inhibition above about 50%;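 note: promastigotes grown with compound for 44 hours at 28 °C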
# RAM network inh – inhibitors of the yeast RAM network; S. cerevisiae dse1pr::URA3 reporter, 5-FOA growth OD615, 2 d; analog-sensitive cbk1-as2 kinase mutant strain; AID 868; inhibition, % at 50 µM; 190,000 tested, 1.8% active;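 active = inhibition above a set limit, 3 SD over mean compound inhibition, cut at about 8.4% in these data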;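 note: 0% = DMSO-only wells with no growth and 100% = 10 µM 1-NA-PP1 full growth; inhibition rescues growth on 5-FOA so higher OD means more RAM inhibition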
# TNAP inh hi DEA – blocks human TNAP under high phosphate acceptor concentration | P05186 | purified TNAP, CDP-star luminescence, 1 M DEA | inhibition, % at 20 µM | 200,000 tested, 0.03% active | AID 1135;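 active = over 50% inhibition of tissue-nonspecific alkaline phosphatase at 20 µM in the single-dose screen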;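 note: plate controls were DMSO wells for no effect and EDTA-quenched wells as full inhibition for full effect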
# bIAP activator – increases bovine intestinal alkaline phosphatase activity; purified bovine IAP, CDP-star luminescence, 30 min; active compounds read high; fold of DMSO-control signal, blank-subtracted; activation factor at 20 µM; 200,000 tested, 0.17% active;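 active = activation factor of 2 or more at 20 µM, a signal rise over negative controls twice the positive control's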
# Active calls of the source: *; . = no result given.
entry	SMILES	TNAP inh noacc	FLuc stim CS	APP 5UTR inh	TNAP act hi DEA	FLuc inhib CS
1	C=CCn1c(-c2c[nH]c3ccccc23)n[nH]c1=S	16	0.9	12	1	6
2	COC(=O)c1ccc(COC(=O)c2nn(C)c(=O)c3ccccc23)cc1	-6	1	-8	1	-2
3	CCCCN1C(=S)NC[C@@H]1C(C)CC (stereo not given in full)	-8	1.1	6	1.1	-10
4	O=C(O)c1ccc(OC(F)(F)C(F)C(F)(F)F)cc1 (stereo not given)	-14	1	8	1.1	-1
5	S=C1NC[C@H](Cc2ccccc2)N1CCCCC1CCCCC1	-13	1.1	-4	1.1	-9
6	CC(=O)c1ccc2c(ccc3ccccc32)c1	-4	0.9	-6	1.1	6
7	Cn1c(=O)c(=O)n(C)c2cc(S(=O)(=O)CCC(=O)N3CCOCC3)ccc21	-10	1	-4	1	0
8	O=C(CN1C(=O)CCS(=O)(=O)c2ccccc21)Nc1ccc2c(c1)OCCO2	-8	1.1	-10	1	-9
9	N#C/C(=C(/O)c1cccs1)c1nnc2n1CCCCC2	14	1.1	-8	1	-6
10	CCSc1nc2c(c(=O)[nH]1)C(c1ccccn1)C1=C(CC(C)(C)CC1=O)N2 (stereo not given)	0	1	-6	1	-2

entry	bIAP inh	Lmaj promast	RAM network inh	TNAP inh hi DEA	bIAP activator
1	-3	-8	0.3	-4	1
2	2	-1	6.5	-2	1
3	21	-1	1.9	-8	0.8
4	3	-6	-1.2	-7	1
5	.	10	6.1	-8	0.5
6	4	9	4.6	-10	1
7	11	1	1.9	-3	0.9
8	6	-7	1.6	-3	0.9
9	-10	0	0.4	2	1.1
10	-7	-5	1.2	0	1.1

# Only RAM network inh, for two of the compounds above:
item	SMILES	RAM network inh
8	O=C(CN1C(=O)CCS(=O)(=O)c2ccccc21)Nc1ccc2c(c1)OCCO2	1.6
9	N#C/C(=C(/O)c1cccs1)c1nnc2n1CCCCC2	0.4

# Carrying on.
entry	SMILES	TNAP inh noacc	FLuc stim CS	APP 5UTR inh	TNAP act hi DEA	FLuc inhib CS
11	CC(=O)OC[C@H]1O[C@@H](O/N=C/[C@@H](C)[C@H](OCc2ccccc2)C(C)C)[C@H](OC(C)=O)[C@@H](OC(C)=O)[C@@H]1OC(C)=O	-3	1	-3	1	0
12	Cc1cc2cc(CNC(=O)c3ccc4c(c3)OCO4)ccc2[nH]1	-6	1	-24	1	2
13	O=C(O)/C=C\C(=O)NC1CCCCC1	-10	1.1	6	1.1	-6
14	CCOc1ccc(CCNC(=O)CCN2C(=O)COc3ccccc32)cc1OCC	-1	1.1	-10	1	-8
15	O=C(NC(NC(=O)c1ccccc1)c1cccc([N+](=O)[O-])c1)c1ccccc1	-1	1.1	27	1	-6
16	Cc1nn(-c2ccccc2)c(C)c1C(=O)OCC(=O)Nc1ccc2c(c1)OCO2	-14	1.1	-5	1.1	-7
17	CC1CCCC(C)N1Cc1cn2ccccc2n1 (stereo not given)	-11	1	13	1	-3
18	CC(=O)C1=C(C)OC(N)=C(C#N)C1c1cc2cccc(C)c2nc1Cl (stereo not given)	-7	1.1	-13	1	-8
19	CC(CNC(=O)C1CCCCC1C(=O)O)c1ccccc1 (stereo not given)	-6	1	16	1	-5
20	Cc1cc2cc(CN(Cc3cccs3)C(c3nnnn3C(C)(C)C)C(C)C)c3nnnn3c2cc1C (stereo not given)	-3	1	-2	1	4

entry	bIAP inh	Lmaj promast	RAM network inh	TNAP inh hi DEA	bIAP activator
11	9	23	5.0	-3	0.9
12	15	-2	.	4	0.8
13	-12	-7	-0.7	-5	1.1
14	-4	2	-0.3	-4	1
15	10	-2	0.9	-3	0.9
16	-1	3	2.0	-9	1
17	2	-1	3.6	-4	1
18	-11	3	-0.5	-3	1.1
19	8	-4	1.6	-2	0.9
20	1	47	2.3	0	1

# Following part:
entry	SMILES	TNAP inh noacc	FLuc stim CS	APP 5UTR inh	TNAP act hi DEA	FLuc inhib CS
21	Cc1cc(C)cc(NC(=O)Cn2cc3c(n2)CCCCC3)c1	-12	1	12	1	1
22	O=C(c1cc2c(s1)-c1ccccc1S(=O)(=O)C2)N1CCN(Cc2ccccc2)CC1	-17	1	5	1	2
23	CC(=O)Nc1ccccc1OCC(=O)N(Cc1ccccc1)C(C)C	-19	1	-8	0.9	0
24	Cc1cc(NC(=O)c2cc3n(n2)C(C(F)(F)F)CC(c2ccco2)N3)n(-c2ccccc2)n1 (stereo not given)	0	1	10	1	-1
25	CC1CCN(C(=O)CN(c2ccccc2)S(=O)(=O)N(C)C)CC1	-12	1.1	11	1.1	-6
26	COc1ccc(F)cc1C(=O)C1CCCN(Cc2ccc(Oc3ncccn3)cc2)C1 (stereo not given)	-4	1.1	-10	1	-6
27	Cc1cc(NC(=O)C(C)Oc2ccc(Cl)cc2Cl)n(-c2ccccc2)n1 (stereo not given)	-9	1	-4	1	-2
28	Cc1nc2sc3c(c2c(=N)n1N)CC(C)(C)OC3	-7	1	-14	1	-1
29	COC(=O)c1ccc(C(=O)N2CCCC(CNC(=O)c3ccccc3Cl)C2)cc1 (stereo not given)	-12	1	-24	1.1	-4
30	Cc1cccc(C(=O)NCC(=O)Nc2ccc(S(=O)(=O)Nc3nc(C)cc(C)n3)cc2)c1	-18	1	-11	1	-5

entry	bIAP inh	Lmaj promast	RAM network inh	TNAP inh hi DEA	bIAP activator
21	8	9	0.6	-3	0.9
22	-8	1	0.6	-4	1.1
23	-3	-4	-0.1	6	1
24	2	17	0.7	-1	1
25	0	29	-0.4	-6	1
26	4	21	1.2	-4	1
27	-3	3	2.5	-4	1
28	-7	-3	0.7	-5	1.1
29	5	-3	-0.4	-6	0.9
30	10	-10	1.3	-4	0.9

# Further records
entry	SMILES	TNAP inh noacc	FLuc stim CS	APP 5UTR inh	TNAP act hi DEA	FLuc inhib CS
31	CCCC(=O)Nc1cc(C)c(NC(=O)C23CC4CC(CC(C4)C2)C3)cn1	-2	1.1	1	1	-7
32	Cc1ccc(NC(=O)CN(C)S(=O)(=O)c2cccc3cccnc23)cc1	-12	1	4	1.1	-1
33	C=CC[n+]1c(C)csc1Nc1ccc(C(=O)O)cc1	-2	1	-6	1	-3
34	CNC(=O)c1cc(C(=O)c2ccc(C(F)(F)F)cc2F)c[nH]1	-16	1	1	1.1	-3
35	CC1CN(c2ccc([N+](=O)[O-])c(NCCOc3ccccc3)c2)CCN1 (stereo not given)	4	1.1	-16	0.9	-6
36	Cc1ccc(CSc2nnc(SCC(=O)N/N=C/c3c(C)nn(-c4ccccc4)c3C)s2)cc1	-1	0.9	-32	1	14
37	Brc1cccc(/C=N/Nc2nn[nH]n2)c1	-11	1	-3	1	3
38	Cc1nn(C)c(C)c1CN(C)C(=O)c1nn2c(c1Br)NC(c1cccs1)CC2C(F)(F)F (stereo not given)	0	1	5	0.9	1
39	CC12c3ccccc3C(c3ccccc31)C1C(=O)N(Cc3cccnc3)C(=O)[C@H]12 (stereo not given in full)	-13	1	-7	1.1	-4
40	CCc1nc(Nc2ccc3nccnc3c2)c2oc3ccccc3c2n1	-4	1	-4	1	0

entry	bIAP inh	Lmaj promast	RAM network inh	TNAP inh hi DEA	bIAP activator
31	-7	-1	2.3	-2	1.1
32	11	4	1.0	-8	0.9
33	-10	-1	-0.1	0	1.1
34	-4	-7	-0.3	-5	1
35	22	100*	1.0	9	0.8
36	-38	13	4.2	-3	1.4
37	-5	2	2.7	-1	1
38	-2	39	-0.5	8	1
39	50	9	1.9	-6	0.5
40	2	-1	12*	-1	1

# (more compounds)
entry	SMILES	TNAP inh noacc	FLuc stim CS	APP 5UTR inh	TNAP act hi DEA	FLuc inhib CS
41	O=C(NCc1ccccc1)C1CCN(S(=O)(=O)N2CCCCCC2)CC1	-13	1	7	1	-2
42	COc1cc(C(=O)Nc2cccc(-c3nc4ncccc4o3)c2C)cc(OC)c1OC	-8	1.1	0	1.1	-7
43	COC(=O)c1ccc(-n2c(C)cc(C(=O)CSc3ccc(NC(C)=O)cc3)c2C)cc1	-12	1	5	1	-1
44	Cc1nn(C)cc1-c1n[nH]c(=S)n1-c1ccc(Cl)cc1	-3	1	10	1.1	0
45	NC(=O)C1CCN(C(c2ccccc2F)c2nnnn2Cc2ccco2)CC1 (stereo not given)	-16	1	-4	1.1	-1
46	COc1ccc(CCNC(=O)CNS(=O)(=O)c2cccs2)cc1OC	-8	1.1	-14	1	-6
47	O=C(OCc1ccccc1)c1cccnc1Cl	-3	1	-2	1	-2
48	CCC(NC(=O)c1ccccc1O)c1ccccc1 (stereo not given)	-6	1.1	0	1	-6
49	C=CCOC(=O)C1=C(C)NC(C)=C(C(=O)OCC=C)C1c1cccs1	-7	1.1	2	1	-6
50	CC(=O)N1CCC(C(=O)Nc2ccccc2)(N(Cc2ccccc2)C(=O)c2cccnc2)CC1	-5	1	0	1.1	-2
51	O=C1CC(c2cc(Br)ccc2F)c2cc3c(cc2N1)CCC3 (stereo not given)	-14	1	41	1.1	-5
52	CCOC(=O)C1CCN(c2nc(C)nc3c2oc2ccccc23)CC1	-11	1.1	.	1	-5

entry	bIAP inh	Lmaj promast	RAM network inh	TNAP inh hi DEA	bIAP activator
41	4	-4	0.6	-2	1
42	-5	-5	1.8	-6	1.1
43	6	31	6.8	-3	0.9
44	44	-3	0.0	-5	0.6
45	-1	-4	2.3	-6	1
46	35	-6	0.8	-1	0.6
47	-13	-5	0.3	-3	1.1
48	4	36	0.5	-4	1
49	0	38	5.0	-3	1
50	-4	-2	0.7	-5	1
51	11	1	1.5	-5	0.9
52	29	.	-0.8	-5	0.7

# Structures from the list above containing fluorine (7):
entry	SMILES	TNAP inh noacc	FLuc stim CS	APP 5UTR inh	TNAP act hi DEA	FLuc inhib CS
4	O=C(O)c1ccc(OC(F)(F)C(F)C(F)(F)F)cc1 (stereo not given)	-14	1	8	1.1	-1
24	Cc1cc(NC(=O)c2cc3n(n2)C(C(F)(F)F)CC(c2ccco2)N3)n(-c2ccccc2)n1 (stereo not given)	0	1	10	1	-1
26	COc1ccc(F)cc1C(=O)C1CCCN(Cc2ccc(Oc3ncccn3)cc2)C1 (stereo not given)	-4	1.1	-10	1	-6
34	CNC(=O)c1cc(C(=O)c2ccc(C(F)(F)F)cc2F)c[nH]1	-16	1	1	1.1	-3
38	Cc1nn(C)c(C)c1CN(C)C(=O)c1nn2c(c1Br)NC(c1cccs1)CC2C(F)(F)F (stereo not given)	0	1	5	0.9	1
45	NC(=O)C1CCN(C(c2ccccc2F)c2nnnn2Cc2ccco2)CC1 (stereo not given)	-16	1	-4	1.1	-1
51	O=C1CC(c2cc(Br)ccc2F)c2cc3c(cc2N1)CCC3 (stereo not given)	-14	1	41	1.1	-5

entry	bIAP inh	Lmaj promast	RAM network inh	TNAP inh hi DEA	bIAP activator
4	3	-6	-1.2	-7	1
24	2	17	0.7	-1	1
26	4	21	1.2	-4	1
34	-4	-7	-0.3	-5	1
38	-2	39	-0.5	8	1
45	-1	-4	2.3	-6	1
51	11	1	1.5	-5	0.9
